Compound activity (PubChem)
Giardia kill = Small Molecules that selectively kill Giardia lamblia: qHTS. Giardia lamblia trophozoite viability. activity change, % at 7.66 µM, hits read low. 340,000 tested, 0.15% active; in the data active means activity change below about -80%; inconclusive means between about -30% and that limit;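 further: parasites exposed to compound for two days anaerobically before the ATP read; on the % scale 0 is the no-effect control and ±100 the full control effect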
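Compounds were tested on trophozoites seeded at 100 cells/well and held 48 hrs at 37 deg C anaerobically. An ATP-based luminescent kit measured the remaining live cells.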
AT treatment = qHTS Assay for Identifying a Potential Treatment of Ataxia-Telangiectasia; […] A-T fibroblasts, KAP-1 phosphorylation AlphaLISA; neocarzinostatin DNA damage 30 min before lysis; Potency, µM (top dose mostly 57.5 µM), inactives show top-dose activation, most hits filed as activators; 320,000 tested, 0.19% active; AID 485349, 2010; further: potency means the concentration at half of the fitted maximal effect; % of control where 0% means no effect; nearly all actives have a fitted effect of over 45% in size
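hTERT-immortalized A-T patient fibroblasts ([…]), 500 cells/well in OPTI-MEM, 1% FBS, got compounds for 60 min, then NCS for 30 min at 37C. Lysates were then assayed for phospho-KAP-1 by AlphaLISA (anti-pKAP1 donor, anti-KAP1 acceptor beads), 6 hr at 25C.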
Coupling enz = qHTS Assay for Inhibitors of Fructose-1,6-bisphosphate Aldolase from Giardia Lamblia: Coupling assay counterscreen. AID 2472, 2010. activity change, negative = inhibition, % at 58.2 µM, hits read low. 290,000 tested, 0.67% active. coupling enzyme system counterscreen, AmpLite Red fluorescence; in the data active means activity change below about -30%; further: on the % scale 0 is the no-effect control and ±100 the full control effect
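Coupling enzymes only (glyceraldehyde-3-phosphate) + compound, at 57.5 uM final, 10 min RT; add substrate/coupling/AmpLite Red mix, 20 min RT; fluorescence ex 525/em 598 nm. Actives flag coupling-system interference.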
Tb PFK inh = qHTS Assay to Find Inhibitors of T. brucei phosphofructokinase; ATP-dependent 6-phosphofructokinase (Trypanosoma brucei brucei), O15648; T. brucei PFK, ADP-Glo luminescence; Potency, µM (series often up to 57.5 µM), inactives show top-dose activity, negative = inhibition, usual class: inhibitors; 330,000 tested, 0.17% active;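 further: potency means the concentration at half of the fitted maximal effect; 0% = uninhibited 1x PFK enzyme wells and -100% = no-enzyme wells; nearly all actives have a fitted effect of over 60% in size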
Target sequence (O15648 whole entry, looked up): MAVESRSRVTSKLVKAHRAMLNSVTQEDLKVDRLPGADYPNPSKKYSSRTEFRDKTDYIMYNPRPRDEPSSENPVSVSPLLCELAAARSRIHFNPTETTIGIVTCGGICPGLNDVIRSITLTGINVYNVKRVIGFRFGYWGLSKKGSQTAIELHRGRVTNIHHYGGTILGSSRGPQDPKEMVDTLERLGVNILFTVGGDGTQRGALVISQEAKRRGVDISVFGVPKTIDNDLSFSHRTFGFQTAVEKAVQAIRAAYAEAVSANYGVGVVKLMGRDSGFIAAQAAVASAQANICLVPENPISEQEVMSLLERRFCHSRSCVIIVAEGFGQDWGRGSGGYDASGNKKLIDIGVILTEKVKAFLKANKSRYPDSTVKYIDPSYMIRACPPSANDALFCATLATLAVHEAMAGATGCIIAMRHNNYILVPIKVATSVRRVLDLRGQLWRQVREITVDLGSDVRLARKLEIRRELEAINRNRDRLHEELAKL
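1.25 nM PFK with 0.5 mM F6P and 0.1 mM ATP in 0.1 M TEA pH 8.0, 5 mM MgCl2, incubated 45 min at room temperature; ADP measured by ADP-Glo luminescence; compounds titrated up to 57 uM.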
GALK inhibitor = qHTS Assay for Inhibitors of Human Galactokinase (GALK); Potency, µM (doses to about 57.5 µM), for inactives: top-dose activity change, negative = inhibition, most hits filed as inhibitors; AID 1868, 2009; 270,000 tested, 0.007% active; P51570; Purified GALK, Kinase-Glo residual ATP luminescence; further: potency means the concentration at half of the fitted maximal effect; on the % scale 0 is the no-effect control and ±100 the full control effect
Target sequence (P51570 whole entry, looked up): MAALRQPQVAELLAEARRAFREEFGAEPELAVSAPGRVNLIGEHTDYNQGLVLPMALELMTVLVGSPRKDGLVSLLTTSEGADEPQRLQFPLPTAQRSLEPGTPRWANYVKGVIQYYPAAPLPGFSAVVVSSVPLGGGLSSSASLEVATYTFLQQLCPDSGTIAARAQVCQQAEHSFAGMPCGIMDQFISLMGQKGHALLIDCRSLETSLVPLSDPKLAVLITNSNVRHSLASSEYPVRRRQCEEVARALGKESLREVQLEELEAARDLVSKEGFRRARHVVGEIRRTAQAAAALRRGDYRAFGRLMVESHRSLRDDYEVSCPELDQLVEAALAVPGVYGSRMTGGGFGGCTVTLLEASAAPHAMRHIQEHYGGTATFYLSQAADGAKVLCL
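GALK at 5 nM final was combined with compound, 35 uM ATP and 100 uM galactose in HEPES pH8.0 with MgCl2 and DTT. The reaction ran one hour at room temperature before luminescent ATP detection.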
BCR signal inh = qHTS Assay to Find Inhibitors of Chronic Active B-Cell Receptor Signaling; Potency, µM (titrated, usually from 46.1 µM), for the others: at the top dose ratio change, negative = lower green/red ratio, actives largely listed as inhibitors; 340,000 tested, 0.05% active; ABC-DLBCL IkBa-CBG/CBR reporter, luminescence ratio, 4 h; active means well fitted inhibition curve with a large enough effect in the signal ratio, with a control signal flat, not every such curve was filed as active; inconclusive means small, poorly fitted or top-dose-only effect, or effect the other way, or a change in a side signal; the % refers to the signal ratio;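 further: potency means the concentration at half of the fitted maximal effect; plate controls were basal doxycycline-induced cells for no effect and cells given 10 µM MG132 for full effect; MG132 reads +100%, hits lower the ratio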
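Concentration-response series (up to 46 uM) were applied to TMD8 dual-reporter cells for 4 h at 37C with doxycycline. Green/red ratio, after filter-overlap correction, defined %Activity; red signal alone was normalised to basal cells and zero luminescence.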
TCR act = Activators of T cell receptors: qHTS campaign. primary human leukocytes, anti-CD3, IL-2 HTRF, 48 h. Potency, µM (top dose mostly 9.22 µM), for inactives: at the top dose activation of IL-2 secretion, usual class: activators. 330,000 tested, under 10 active; further: % of control where 0% means no effect
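Using a-CD3 beads without co-stimulation, primary human leukocytes were exposed to compounds for 48 hr. An HTRF IL-2 kit measured the cytokine, with europium-to-d2 energy transfer producing emission at 665nm upon 320nm excitation.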
TSHR antagonist = Antagonists of the Thyroid Stimulating Hormone Receptor: HTS campaign. Thyrotropin receptor (Homo sapiens), P16473. TSHR-expressing cells, TSH-stimulated cAMP HTRF, 2 h; stronger effect = lower value. activity change, negative = inhibition, % at 11.5 µM. 330,000 tested, 0.2% active;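 active means activity change below a set negative limit, meaning inhibition stronger than a set level, cut at about -70% in these data; inconclusive means activity change between two set negative limits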; further: on the % scale 0 is the no-effect control and ±100 the full control effect
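TSHR-expressing cells, 200/well, pre-treated with compound, then stimulated with EC80 TSH (4nM final) for 2 hours at 37 deg C. cAMP measured by competitive HTRF: anti-cAMP cryptate antibody in lysis buffer plus cAMP-d2, read after 30 minutes at room temperature.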
MLL CXXC-DNA inh = qHTS Fluorescence Polarization Assay for Inhibitors of MLL CXXC domain - DNA interaction | Histone-lysine N-methyltransferase 2A (Homo sapiens), Q03164 | MLL-CXXC / FITC-HOXA9 DNA fluorescence polarization | Potency, µM (titrated, usually from 115 µM), for the others: at the top dose activity change, negative = inhibition, hits mostly inhibitors | 290,000 tested, 0.037% active | AID 2662, 2010; active means well fitted inhibition curve with a large enough effect in the polarisation, with a control signal flat, not every such curve was filed as active; inconclusive means small, poorly fitted or top-dose-only effect, or effect the other way, or a change in a side signal; inactive means no such curve, though single readings can be large or run the other way; the % refers to the polarisation; further: potency means the concentration at half of the fitted maximal effect
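Steps: dispense CXXC domain solution (7 uM) → pin compounds or unlabeled HOX-A9 DNA control → 5 min ambient → add FLSN-HOX-A9 solution (50 nM) → spin → 30 min ambient → fluorescence polarization. Tris pH 7.5/NaCl/DTT/BSA buffer.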
hERG WT inh = qHTS for Inhibitors of KCHN2 3.1: Wildtype qHTS | Voltage-gated inwardly rectifying potassium channel KCNH2 (Homo sapiens), Q12809 | U2OS, BacMam KCNH2, thallium flux FluxOr; stronger effect = lower value | activity change, % at 1.84 µM | 340,000 tested, 0.37% active | AID 720551, 2013;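 active means maximum activity change below -70%; inconclusive means maximum activity change between -70% and -50%; inactive means maximum activity change above -50%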; further: on the % scale 0 is the no-effect control and ±100 the full control effect
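U2OS cells were transduced with wild-type KCNH2 virus (2.03 x 10^8 / mL) for 4 h at room temperature, then cultured overnight at 37 C. Thallium flux was read with FluxOr dye. Rate constants were normalized to DMSO controls.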
The depositor's hits bear a star; ? = inconclusive; · = not tested or not shown; & = joins results of further samples; [ ] = dose if it differs, or a comment. Unless noted, the call rests on the fitted dose curve; in most records, active means well fitted curve in the direction sought with a large enough effect; inconclusive means small, poorly fitted or top-dose-only effect, or another doubt; inactive means no such curve, though single readings can be large; an effect the other way counts as inactive or inconclusive.

smiles,Giardia kill,AT treatment,Coupling enz,Tb PFK inh,GALK inhibitor,BCR signal inh,TCR act,TSHR antagonist,MLL CXXC-DNA inh,hERG WT inh
Cc1ccccc1NC1=CC(=O)CC(C)(C)C1,-1,-1%,-5,-3%,-2%,?,-13%[46.1 µM],21,3%,-8
COC(=O)c1ccc(NS(=O)(=O)c2ccc(-c3cc(C)no3)s2)cc1,5,-3%,8,-1%,6%,3%,-3%,5,-13%,-6
Cc1ccc(S(=O)(=O)N2[C@@H](c3cccc(Cl)c3)C(C(=O)O)=CC[C@H]2c2ccc(Cl)c(Cl)c2)cc1,?,4%,·,0%,·,2%,-3%,-11,·,-14
COc1cc(C(=O)NCC(=O)N/N=C(/C)c2ccc3c(c2)CCCC3)cc(OC)c1OC,19,5%,0,5%,6%,-1%,-3%,-2,-3%,0
COc1cc(C)c(C)cc1S(=O)(=O)N1CCN(Cc2ccc3c(c2)OCO3)CC1,23,2%,-5,-2%,-1%,2%,0%,8,-4%,-5
CC1(OC(=O)CCc2ccccc2)C(=O)C=C2C=C(c3ccc(C#N)cc3)N(C3CCCCC3)C=C2C1=O (stereo not drawn),3,3%,-12&-21,-5%,0%,?,8%,-8,-2%,15
COc1ccc(C(=O)NNC(=O)c2cccc(F)c2)cc1,8,-2%,-5,-10%,0%,?,-5%,33,-3%,2
COC(=O)c1ccc(C(=O)OC)c(NC(=S)N2CCN(C(=O)C3CCCO3)CC2)c1 (stereo not drawn),-12,-6%,-1,-2%,-2%,1%,6%,-5,-4%,-14
CC(Oc1ccc([N+](=O)[O-])cc1)C(=O)NCC1CCCO1 (stereo not drawn),16,12%,·,0%,-3%,0%,4%,-16,22%,0
COc1ccc(/C(N)=N/OC(=O)Cc2ccc(C)cc2)cc1OC,-10,0%,1,-1%,1%,?,-1%[46.1 µM],0,-1%,·
CCNC(=O)CC1C(=O)N(c2ccc(F)cc2)C(=O)N1Cc1ccc(OC)cc1 (stereo not drawn),10,10%,-1,-7%,3%,-1%,-4%,27,-2%,-12
Cc1ccc(CN2CC(C(=O)Nc3ccccc3N3CCCC3)CC2=O)cc1 (stereo not drawn),-17,-3%,·,8%,·,-2%,2%,5,·,0
Cc1ccc(C2=NN3C(C2)c2ccccc2OC32C(=O)Nc3ccccc32)cc1 (stereo not drawn),-5,-4%,-8,2%,-5%,?,1%,-3,1%,8
O=C(Cn1nnc(-c2ccc(S(=O)(=O)N3CCCC3)cc2)n1)Nc1ccccc1-n1cccc1,-6,6%,-2,0%,1%,-1%,2%,-24,0%,26
Cc1cc(NC(=O)CC(C)(C)C)nc2c1c(=O)oc1ccccc12,-12,-3%,1,4%,-3%,25%,-1%,32,5%,-5
Cn1c(=O)[nH]c(=O)c2c1nc(N1CCN(c3cccc(Cl)c3)CC1)n2CCCc1ccccc1,·,3%,7,-9%,1%,4%,·,-1,40%[activator],·
CC(Oc1ccc(Cl)cc1)C(=O)Nc1cccc(S(=O)(=O)N2CCOCC2)c1 (stereo not drawn),4,-5%,·,-6%,·,?,-3%,-20,·,-3
COc1ccccc1-n1cnc2cc(C(=O)NCCCN3CCOCC3)ccc21,-11,-1%,4,-5%,-3%,?,-1%,4,-2%,-4
CCN1CCN(S(=O)(=O)c2ccc(Cl)c(C(=O)NCc3ccco3)c2)CC1,26,-17%,·,1%,·,-2%,·,9,·,1
COc1cc(C(=O)NCC(=O)OCc2ccc(F)cc2)cc(OC)c1OC,7,7%,·,-3%,·,-6%,-4%,4,·,2
CC(=O)/C(=N/Nc1ccc(Br)cc1)Sc1cccc2cccnc12,-20,-6%,4,-6%,0%,16%,-4%[46.1 µM],26,10%,0
COc1ccccc1NC(=O)CN(C)S(=O)(=O)c1cccc2cccnc12,35[activator],3%,·,1%,-3%,1%,-8%,-3,19%,3
Cc1[nH]c2ccc(C(=O)NCCCN3CCCC3)cc2c1C,10,-2%,0,-1%,1%,-3%,4%,-6,4%,7
CC1(C)CC(=O)C=C(Nc2ccccc2F)C1,-13,22%,0,-1%,3%,2%,3%,1,-16%,2
COC(=O)CN1C(=O)[C@H]2[C@@H](c3ccc(C)o3)N3C(=O)CN(CC4CC4)C(=O)[C@@]3(C)[C@H]2C1=O,13,20%,-2,2%,·,-1%,1%,-11,-6%,-1
COC(=O)c1cc(NS(=O)(=O)c2ccc(N3CCCCCC3)c([N+](=O)[O-])c2)cc(C(=O)OC)c1,-6,3%,6,1%,-4%,15%,2%,-2,-12%,-7
COc1cc(C2NC(=O)NC(C)=C2C(=O)OC2CCCC(C)C2)ccc1O (stereo not drawn),-2,0%,3,3%,0%,?,-1%,12,-1%,-2
CNC(=O)c1cccc(NC(=O)CCCNC(=O)c2ccc(Cl)cc2)c1,24,3%,0,3%,0%,0%,-4%,-2,-6%,-3
COc1cc(C(=O)OCC(=O)N2CCC(Cc3ccccc3)CC2)cc(OC)c1OC,-9,-2%,·,-1%,·,?,1%,-9,·,-4
COC(=O)c1ccc(CNC(=O)C23CC4CC(CC(C4)C2)C3)cc1,4,1%,1,-1%,0%,11%,-3%,-8,-5%,6
O=C(N/N=C/c1c(Cl)cccc1Cl)C(=O)NC1CC1,-2,-2%,3,0%,2%,1%,0%,8,8%,-5
COc1cccc(OC)c1C(=O)Nc1ccccc1C(=O)N1CCCCCC1,-9,-3%,0,4%,1%,-2%,-14%,12,?,-4
C=CCn1cc(C(=O)N2CCN(C)CC2)c(=O)c2cc(S(=O)(=O)N(CC)CC)ccc21,-9,-23%,1,0%,-1%,0%,-11%,4,13%,6
COCC(=O)Nc1ccc(OC)c(Cl)c1,-5,-4%,0,0%,0%,5%,2%,-3,1%,-3
COc1ccccc1C(=O)NC(CCSC)C(=O)NC1CCCCCC1 (stereo not drawn),-5,0%,-3,-2%,0%,-20%,4%,-6,-6%,0
COc1cc(S(=O)(=O)N2CCOCC2)ccc1NC(=O)COC(=O)COc1ccccc1,3,1%,-1,1%,-2%,1%,-1%,-4,3%,13
O=C(Nc1cccc(Cl)c1)OCc1cn(-c2ccc(Cl)cc2)nn1,-17,-5%,0,8%,-1%,18%,1%,-1,15%,-13
Cc1cc(C)c(C#N)c(SCCS(=O)(=O)c2ccc(Cl)cc2)n1,19,26%,1,-14%,2%,-10%,2%,-1,-17%,0
CC(=O)N1c2ccc(S(=O)(=O)N3CCCCC3)cc2CC1C(=O)NCc1ccc(N(C)C)cc1 (stereo not drawn),-4,-28%,·,2%,-1%,-3%,2%,-1,8%,0
Cc1ccc(-c2nnn(CC(=O)N(Cc3cccs3)C(C(=O)NC3CCCC3)c3ccco3)n2)o1 (stereo not drawn),-2,·,2,-5%,0%,3%,0%,-11,3%,-2
COc1cccc(N2CC(C(=O)NCc3n[nH]c(=O)c4ccccc34)CC2=O)c1 (stereo not drawn),-12,0%,·,-1%,·,?,-4%,-3,·,6
COC(=O)c1ccc(OC(=O)N2CCOCC2)cc1,11,-2%,-2,6%,-3%,-1%,-3%,-6,-8%,-5
CC1CCN(S(=O)(=O)c2ccc(-c3nnc(SCc4cccnc4)o3)cc2)CC1,-9,9%,4,3%,1%,1%,-3%,14,11%,12
COC(=O)c1ccccc1S(=O)(=O)N1Cc2cc([N+](=O)[O-])ccc2Oc2ccccc21,-14,6%,-8,0%,-3%,8%,-3%,-4,9%,3
CC1(C)CC(=O)C2=C(C1)N(Cc1ccco1)C(=O)C2(NC(=O)C1CCCCC1)C(F)(F)F (stereo not drawn),-4,·,-5,-1%,-1%,?,-8%,11,-8%,3
COc1cc(/C=C2\CC/C(=C\c3ccc(OCCO)c(OC)c3)C2=O)ccc1OCCO,7,2%,-1,13%,-1%,?,-5%,-14,9%,-19
CCc1nn(CCCC(=O)NCc2ccc(C)cc2)c(=O)c2cc3occc3n12,19,-6%,4,-3%,-2%,?,3%,-7,-9%,14
